# Assay outcomes: PubChem, National Center for Advancing Translational Sciences (NCATS)
# TRb SRC2 PPI: TRbeta-SRC2 interaction inhibition; 280,000 tested, 0.065% active; AID 1469; Potency, µM (titrated, usually from 106 µM), for the others: at the highest dose activity change, negative = inhibition, usual class: inhibitors; P10828; TRbeta-SRC2 peptide binding, fluorescence polarization; receptor liganded with 1 µM T3;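 further: plate controls were bound peptide for no effect and peptide without receptor for full effect; nearly all actives have a fitted effect of over 50% in size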
#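 Each compound concentration gave % activity, normalized to unbound and bound Texas Red SRC2 controls, from polarization read after 5 hr ambient incubation with T3-loaded human TRb LBD.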
# L3MBTL1 block: blocks human L3MBTL1. Q9Y468. AlphaScreen L3MBTL1–H3K9me1 peptide binding. Potency, µM (titrated, usually from 57.1 µM), inactives show at the top dose activity, negative = inhibition, hits mostly inhibitors. 230,000 tested, 0.66% active. AID 485360; further: nearly all actives have a fitted effect of over 60% in size
# Target sequence (Q9Y468 whole entry, looked up): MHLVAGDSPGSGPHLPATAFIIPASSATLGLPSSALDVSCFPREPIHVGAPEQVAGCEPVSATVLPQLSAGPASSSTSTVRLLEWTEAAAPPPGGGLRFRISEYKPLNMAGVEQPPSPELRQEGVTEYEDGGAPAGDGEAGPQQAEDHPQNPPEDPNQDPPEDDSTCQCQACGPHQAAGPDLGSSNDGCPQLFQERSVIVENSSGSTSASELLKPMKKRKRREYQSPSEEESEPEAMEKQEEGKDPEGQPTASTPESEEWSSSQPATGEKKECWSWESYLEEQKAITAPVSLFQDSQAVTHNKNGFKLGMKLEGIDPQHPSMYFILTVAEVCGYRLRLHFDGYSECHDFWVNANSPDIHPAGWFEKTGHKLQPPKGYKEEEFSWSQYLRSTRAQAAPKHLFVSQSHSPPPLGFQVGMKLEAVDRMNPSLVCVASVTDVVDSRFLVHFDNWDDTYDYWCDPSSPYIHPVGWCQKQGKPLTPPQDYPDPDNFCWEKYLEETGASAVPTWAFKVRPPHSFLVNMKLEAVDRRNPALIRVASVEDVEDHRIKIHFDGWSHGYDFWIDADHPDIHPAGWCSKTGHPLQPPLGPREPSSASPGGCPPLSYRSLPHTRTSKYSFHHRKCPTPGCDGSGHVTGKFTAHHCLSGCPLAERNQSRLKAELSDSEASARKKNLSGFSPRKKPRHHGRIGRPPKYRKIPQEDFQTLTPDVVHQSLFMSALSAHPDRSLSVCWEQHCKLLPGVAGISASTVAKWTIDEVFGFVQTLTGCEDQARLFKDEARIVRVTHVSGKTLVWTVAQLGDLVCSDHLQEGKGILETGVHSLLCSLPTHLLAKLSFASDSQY
#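 L3MBTL1 (50 nM) pre-complexed 30 min with biotinylated H3(1-15)K9me1 peptide (75 nM), then compounds added for 30 min at room temperature; AlphaScreen streptavidin donor/nickel chelate acceptor beads (10 ug/mL final) read after 30 min dark incubation.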
# TR SRC2 fluor cs: alters Texas Red total fluorescence, flagging assay interference | TRb/SRC2 Texas Red total fluorescence interference | Potency, µM (doses to about 106 µM), for inactives: at the top dose fluorescence change, negative = quenching | 280,000 tested, 0.29% active | AID 1479; active means well fitted curve in either direction with a large enough effect; inconclusive means small, poorly fitted or top-dose-only effect
#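 Flags fluorescent or light-absorbing compounds by total fluorescence, S + 2P, at 555 nm excitation and 632 nm emission. Mixture: 20 nM Texas Red SRC2 peptide, 0.6 uM human TRb LBD, 1 uM T3, 5% DMSO; compound exposure 5 h at ambient temperature.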
# JMJD2E inh: blocks human JMJD2E demethylase activity | JMJD2E catalytic domain, FDH-coupled NADH fluorescence (FDH is formaldehyde dehydrogenase) | Potency, µM (top dose mostly 57.1 µM), for the others: at the highest dose activity change, negative = inhibition, usual class: inhibitors | 230,000 tested, 1.6% active; active means well fitted inhibition curve with a large enough effect, not every such curve was filed as active; inconclusive means small, poorly fitted or top-dose-only effect, or another doubt; inactive means no such curve, though single readings can be large or run the other way;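 further: 0% = wells with enzyme and -100% = buffer wells without enzyme; nearly all actives have a fitted effect of over 50% in size; many of its hits are not listed in these tables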
# Tau ThT inhib: tau fibrillization inhibition (ThT binding); AID 1460; recombinant tau K18 P301L (four-repeat tau fragment), heparin-induced fibrillization, ThT fluorescence; 270,000 tested, 2.1% active; Potency, µM (highest dose often 57.4 µM), for inactives: at the top dose activity, negative = inhibition, usual class: inhibitors; P10636; further: nearly all actives have a fitted effect of over 55% in size
# Target sequence (P10636 561-689 P618L limits assumed): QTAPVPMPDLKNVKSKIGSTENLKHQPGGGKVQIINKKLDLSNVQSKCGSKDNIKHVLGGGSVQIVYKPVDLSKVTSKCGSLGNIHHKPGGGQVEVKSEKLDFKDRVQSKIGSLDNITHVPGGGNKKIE
#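 In this qHTS, human K18 P301L tau is incubated with compound and heparin for 6 hr at 37 C, and Thioflavin T fluorescence then reports fibril load.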
# RECQ1 helicase: blocks DNA unwinding by human RECQ1; P46063; RECQ1 DNA unwinding, red fluorescence kinetic read; Potency, µM (highest dose often 57.3 µM), without a hit: at the top dose activity, negative = inhibition, usual class: inhibitors; 240,000 tested, 0.54% active; AID 2549;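 further: plate controls were vehicle for no effect and no enzyme for full effect; nearly all actives have a fitted effect of over 30% in size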
#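 RECQ1T1 50 nM; forked duplex (20 bp + 30-nt ss tails) 200 nM, ATP 2 mM final; pH 8.0, 2 mM MgCl2, 2.5 ug/ml poly(dI-dC); 15 min compound preincubation; discontinuous kinetic read over 2 h at RT.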
# GoLoco inh red: inhibitors of human Gai1-RGS12 GoLoco interaction (red fluorophore); Potency, µM (top dose mostly 61.6 µM), for the others: at the top dose activity, negative = inhibition, hits mostly inhibitors; 230,000 tested, 0.44% active; Gai1:RGS12 GoLoco peptide FP, rhodamine, 10 min; active means well fitted inhibition curve with a large enough effect, not every such curve was filed as active; inactive means no such curve, though single readings can be large or run the other way; further: nearly all actives have a fitted effect of over 30% in size; many of its hits are not listed in these tables
# Tau fibril FP: inhibitors of human tau fibril formation. P10636. K18 P301L tau heparin fibrillization, Alexa594 FP, 6 h. Potency, µM (highest dose often 57.7 µM), for the others: top-dose activity, negative = inhibition, most hits filed as inhibitors. 280,000 tested, 0.39% active; further: nearly all actives have a fitted effect of over 55% in size
#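 FP of Alexa 594-tau after heparin (20 uM) induction. Substrate: human K18 P301L, 15 uM unlabeled, 0.24 uM labeled. Buffer 100 mM sodium acetate pH 7. 6 hr, 37 C.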
# Numbers without * were called inactive; i = inactive; u = inconclusive; x = no result given; [ ] = remark or other dose. Unless noted, the call rests on the fitted dose curve; in most records, active means well fitted curve in the direction sought with a large enough effect; inconclusive means small, poorly fitted or top-dose-only effect, or another doubt; inactive means no such curve, though single readings can be large; an effect the other way counts as inactive or inconclusive. Unless noted, on the % scale 0 is the no-effect control and ±100 the full control effect; potency means the concentration at half of the fitted maximal effect. A portion of the library; rates above refer to the full screens.
structure	TRb SRC2 PPI	L3MBTL1 block	TR SRC2 fluor cs	JMJD2E inh	Tau ThT inhib	RECQ1 helicase	GoLoco inh red	Tau fibril FP
COc1ccc(S(=O)(=O)N2CCCC2C(=O)n2nc(C)cc2C)cc1 (stereo unspecified)	1%	x	-4%	-2%	5%	-2%	-12%	-6%
CC(Sc1cccc(C(F)(F)F)c1)C(=O)NC(N)=O (stereo unspecified)	-13%	x	-1%	6%	2%	i	11%	-7%
CCOC(=O)CCCSc1nc2sc(C)c(C)c2c(=O)[nH]1	-2%	-15%	1%	9%	-6%	17%	9%	-4%
Cc1ccc(CS(=O)(=O)c2ccc(C(=O)N3CCN(c4ccccn4)CC3)cc2[N+](=O)[O-])cc1	-7%	-21%	0%	3%	-16%	-4%	-4%	13%
Cc1ccc(CNC(=O)c2cccc(NC(=O)N3CCSc4ncccc43)c2)cc1	4%	x	-1%	x	-5%	x	x	-6%
O=C(c1cc(-c2ccc(Br)cc2)n[nH]1)N1CCN(S(=O)(=O)c2ccc(Br)cc2)CC1	5%	x	11%	x	-9%	x	x	u
O=C(Nc1ccc(Br)cc1F)c1ccncc1	3%	-5%	0%	4%	-8%	0%	-8%	1%
Cc1cc(C)cc(NS(=O)(=O)c2c(C)nc3scc(C)n3c2=O)c1	0%	x	-1%	x	-4%	x	x	-10%
CC(NS(=O)(=O)c1ccccc1)C(=O)NCc1ccco1 (stereo unspecified)	0%	x	1%	-5%	u	10%	-6%	u
N#C/C(=C\c1cn(Cc2ccc(F)cc2)c2ccccc12)C(=O)NCc1ccco1	12%	-9%	7%	-11%	13%	-1%	102%[activator]	-1%
CCOC(=O)CCc1c(C)nc2c(c(C)nn2-c2ccc(C)cc2)c1C	-3%	x	-1%	x	-9%	x	x	-19%
Cc1ccc(C(=O)N2CCN(C(=O)N3CCOCC3)CC2)cc1	-4%	3%	-2%	-1%	3%	3%	6%	3%
CCC1(CC)NC(=O)N(CC(=O)N2N=C(c3ccc(Cl)cc3)CC2c2ccco2)C1=O (stereo unspecified)	7%	-16%	0%	-11%	-10%	-16%	3%	0%
CSc1ccc(CNCc2c(C(=O)O)c(C)n(Cc3ccc(F)cc3Cl)c2C)cc1	-3%	x	-1%	x	u	x	x	9%
O=S(=O)(c1cccc2nonc12)N1CCN(c2ccccc2F)CC1	-3%	-19%	-2%	4%	-11%	-10%	16%	-4%
Fc1cccc(-c2csc(-c3ccno3)n2)c1	-2%	30%	1%	u	-3%	-7%	1%	-3%
Cn1cc(-c2cc3n(n2)CCC(=O)N3CCCC(=O)NCc2ccccc2Cl)c2ccccc21	2%	x	u	x	-9%	x	x	u
O=C(Nc1cccc(-c2cn3c(n2)SCC3)c1)c1ccc(Br)o1	12%	-25%	-2%	u	u	-7%	55%[activator]	-4%
CCc1nn(-c2ccccc2)c2nc(-c3ccc(O)cc3)c3cc(OC)c(OC)cc3c12	-4%	x	5%	x	-9%	x	x	u
COc1cc(CN(C(=O)c2ccc(OC(C)C)cc2)c2ccccn2)cc(OC)c1OC	-11%	x	u	x	u	x	x	6%
Cc1ccc(N2CC(C(=O)N3CCN(c4ccccc4)CC3)CC2=O)cc1 (stereo unspecified)	-9%	x	-1%	3%	-16%	-11%	6%	-5%
COc1cc2c(cc1NC(=O)c1ccc3c(c1)OCO3)oc1ccccc12	0%	x	-10%	u	u	-1%	12%	u
CC(C)CCN(C(=O)Cc1ccc(Cl)c(Cl)c1)c1c(N)n(Cc2ccccc2)c(=O)[nH]c1=O	4%	20%	-1%	15%	3%	-1%	7%	-5%
CCN(CC)S(=O)(=O)c1ccc(N2CCCC2)c(NC(=O)Cc2ccc(OC)cc2)c1	4%	-7%	-1%	-17%	-7%	i	7%	5%
CCN(Cc1ccncc1)S(=O)(=O)c1ccc(C(C)=O)cc1	-14%	-16%	-2%	-4%	-7%	u	4%	15%
Cc1ccc(C(=O)Nc2cccc(-c3nc4ccccc4o3)c2)c(Cl)c1	2%	x	-1%	x	-8%	x	x	-14%
O=C(CSc1nnc(C2CCCCC2)n1-c1ccccc1)NCc1ccco1	5%	x	-2%	7%	-11%	-8%	-7%	2%
CC(=O)Nc1ccc(C2=NNC(=Nc3ccc(S(=O)(=O)N4CCOCC4)cc3)SC2)cc1	-6%	u	-8%	u	4.5µM*	17%	14%	u
Cc1noc2ncnc(Oc3ccc(F)cc3)c12	-7%	2%	-6%	4%	0%	-16%	6%	-5%
CN(CC(=O)N1CCCc2c1c(=O)oc1ccc(O)cc21)Cc1ccccc1	-24%	2%	2%	u	-8%	-13%	-2%	-13%

# Full records, quoted from the list. Order of screens: TRb SRC2 PPI | L3MBTL1 block | TR SRC2 fluor cs | JMJD2E inh | Tau ThT inhib | RECQ1 helicase | GoLoco inh red | Tau fibril FP
# `Cc1noc2ncnc(Oc3ccc(F)cc3)c12` is listed as -7% | 2% | -6% | 4% | 0% | -16% | 6% | -5%
# `CC(C)CCN(C(=O)Cc1ccc(Cl)c(Cl)c1)c1c(N)n(Cc2ccccc2)c(=O)[nH]c1=O` is listed as 4% | 20% | -1% | 15% | 3% | -1% | 7% | -5%

# Part of the list above with just Tau ThT inhib:
structure	Tau ThT inhib
Cc1ccc(CS(=O)(=O)c2ccc(C(=O)N3CCN(c4ccccn4)CC3)cc2[N+](=O)[O-])cc1	-16%
Cc1ccc(CNC(=O)c2cccc(NC(=O)N3CCSc4ncccc43)c2)cc1	-5%

# Next part.
structure	TRb SRC2 PPI	L3MBTL1 block	TR SRC2 fluor cs	JMJD2E inh	Tau ThT inhib	RECQ1 helicase	GoLoco inh red	Tau fibril FP
O=C(NCCc1ccncc1)Nc1ccc(Cl)c(Cl)c1	-4%	6%	0%	13%	4%	-2%	5%	-4%
CCCc1nn2c(=O)cc(COC(=O)CNC(=O)COc3ccc(C)cc3)nc2s1	-2%	x	-4%	x	-14%	x	x	-2%
COc1cc(NC(=O)COc2ccccc2[N+](=O)[O-])ccc1NC(=O)c1cccs1	-9%	-11%	0%	-1%	-4%	i	9%	-4%
O=C(N/N=C/C(Br)=C/c1ccccc1)c1ccncc1	-5%	4%	-4%	-20%	u	i	3%	u
N#Cc1cccc(-c2cc(-n3ccnc3)ncn2)c1	-4%	x	-4%	-1%	6%	-18%	-4%	7%
CCCCNC(=O)/C(=C\c1ccc([N+](=O)[O-])o1)NC(=O)c1ccccc1	-3%	1%	-4%	0%	-10%	-2%	1%	u
O=C(COC(=O)/C=C/c1ccccc1)NCc1ccc(Cl)cc1	-11%	6%	1%	-9%	-2%	1%	-12%	-1%
N/N=c1\sc2ccccc2n1-c1ccccc1	-25%[53 µM]	23%	0%[53 µM]	-10%	-3%	-9%	-4%	-6%
C#CCCCO/N=C1/C[C@@H](O)[C@@H](O)[C@@H]2[C@@H]3C(=O)N(C[C@@H]4CCCO4)C(=O)[C@H]3CC[C@H]12	-2%[11.2 µM]	x	-3%[11.2 µM]	x	-4%[11.5 µM]	i[11.5 µM]	x	3%[11.6 µM]
CCN(CC(=O)Nc1cc(OC)ccc1OC)Cc1nc2ccccc2c(=O)[nH]1	12%	17%	-1%	-2%	2%	i	12%	-3%
CCNc1nc(NCC)n2c(SCC(=O)Nc3ccccc3[N+](=O)[O-])nnc2n1	-10%	4%	1%	10%	-5%	0%	6%	-2%
Cc1ccc2nsnc2c1S(=O)(=O)N1CCCC1C(=O)O (stereo unspecified)	-3%	2%	-12%	7%	-2%	i	6%	-5%
O=C(Cc1ccc2c(c1)OCCO2)N1CCN(S(=O)(=O)c2ccccc2C(F)(F)F)CC1	-1%	-14%	0%	-12%	-15%	-2%	8%	12%
O=C(CSc1ncnc2c1cnn2Cc1ccccc1)Nc1ccc2c(c1)OCCO2	2%	2%	-1%	0%	-4%	i	2%	-5%
C=CCn1c(N)c(C(=O)N2CCN(C)CC2)sc1=S	-2%	-3%	-2%	-3%	0%	-2%	6%	-1%
O=C(O)c1cc([N+](=O)[O-])ccc1NCCO	-10%	7%	0%	2%	-16%	1%	-2%	-5%
O=C(N/N=C/c1coc2ccccc2c1=O)c1ccccc1	-4%	21%	0%	6%	-13%	0%	8%	0%
CCN(CC)CCNC(=O)c1ccc2c(c1)ncn2C1CCCCC1	-3%	1%	1%	-2%	1%	i	4%	-1%
CC(=O)Nc1ccc(C=C(C(C)=O)C(C)=O)cc1	-1%	0%	-6%	-12%	-8%	-1%	-2%	6%
Nc1no[n+]([O-])c1-c1ccccc1	-2%	x	-1%	-4%	-6%	-2%	-7%	-2%
OCCC1CN(Cc2ccc3nsnc3c2)CCN1CCc1ccccc1 (stereo unspecified)	8%	-7%	-2%	-5%	-10%	i	15%	-5%
COc1ccc(OC)c(NC(=O)c2cc3ccccc3o2)c1	11%	-19%[11.4 µM]	1%	u	-8%	-5%	17%	-7%
CCOC(=O)c1c(-c2ccc(C)cc2)csc1NC(=O)c1cc(=O)c2cc(C)ccc2o1	-5%	x	u	x	25µM*	x	x	u
O=C(c1ccco1)N1CCN(C(=O)C2(S(=O)(=O)c3ccc(Cl)cc3)CC2)CC1	-9%	4%	-1%	-2%	4%	-8%	11%	7%
CCCCNC(=O)CSc1nc2ccccc2c(=O)n1CC1COc2ccccc2O1 (stereo unspecified)	-2%	3%	3%	-7%	-12%	-4%	-3%	-3%
Cc1sc2c(c1C)c(=O)n(-c1ccccc1)c1nncn21	-7%	8%	-1%	0%	-11%	-7%	-5%	3%
O=C(Oc1ccc(O)cc1)C12CC3CC(CC(C3)C1)C2	-2%	4%	0%	-27%	-9%	-8%	39%[activator]	2%
CN(Cc1ccccc1)C(=O)CC(c1ccccc1)c1cc(Cl)ccc1O (stereo unspecified)	-7%	-4%	-4%	-4%	-9%	-9%	4%	-2%
COC(=O)C(NC(=O)CNS(=O)(=O)c1ccc(Br)cc1)c1ccccc1 (stereo unspecified)	-2%	2%	-1%	8%	1%	-5%	4%	10%
CCN1CCCC1Cn1c(-c2ccccc2)nc2c(N3CCOCC3)nc(C)nc21 (stereo unspecified)	2%	x	-1%	u	5%	-4%	-3%	-2%
